# Screens as filed in PubChem BioAssay.
# TPT1 inh – inhibitors of Candida albicans tRNA 2'-phosphotransferase TPT1 | inhibition, % at 5 µM | 0.81% of 300,000 active | recombinant caTPT1, FP RNA substrate dephosphorylation | AID 1962;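 active means inhibition above the mean of all tested compounds plus 3 SD, set per screening campaign, cut at about 24% in these data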;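 further: plate controls were DMSO alone for no effect and ferristatin control at 100 nM for full effect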
# PP1 counter – blocks human PP1-alpha phosphatase, a PP5 counter-screen. inhibition, % at 6.7 µM. AID 2235. P62136. purified PP1alpha, OMFP fluorescence. 0.9% of 320,000 active;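 active means inhibition above the mean inhibition of all tested compounds plus 3 SD, computed separately for each screening campaign, cut at about 15% in these data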
# Target sequence (P62136 whole entry, looked up): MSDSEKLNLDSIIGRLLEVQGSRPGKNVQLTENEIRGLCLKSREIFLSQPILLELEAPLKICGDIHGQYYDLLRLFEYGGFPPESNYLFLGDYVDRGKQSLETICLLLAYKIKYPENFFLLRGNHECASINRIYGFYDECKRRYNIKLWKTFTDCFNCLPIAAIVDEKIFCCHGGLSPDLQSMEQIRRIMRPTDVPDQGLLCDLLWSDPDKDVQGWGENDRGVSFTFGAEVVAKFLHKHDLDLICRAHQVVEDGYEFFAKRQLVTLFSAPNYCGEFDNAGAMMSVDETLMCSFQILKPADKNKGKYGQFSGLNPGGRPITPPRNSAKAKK
# PP5 primary – blocks human protein phosphatase 5 activity; P53041; purified PP5c, OMFP substrate fluorescence; inhibition, % at 6.7 µM; 0.18% of 320,000 active;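 active means inhibition above the campaign's mean inhibition across all tested compounds plus 3 SD, cut at about 9.5% in these data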;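 further: 0% = DMSO only and 100% = 100 µM cantharidin control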
# Target sequence (P53041 whole entry, looked up): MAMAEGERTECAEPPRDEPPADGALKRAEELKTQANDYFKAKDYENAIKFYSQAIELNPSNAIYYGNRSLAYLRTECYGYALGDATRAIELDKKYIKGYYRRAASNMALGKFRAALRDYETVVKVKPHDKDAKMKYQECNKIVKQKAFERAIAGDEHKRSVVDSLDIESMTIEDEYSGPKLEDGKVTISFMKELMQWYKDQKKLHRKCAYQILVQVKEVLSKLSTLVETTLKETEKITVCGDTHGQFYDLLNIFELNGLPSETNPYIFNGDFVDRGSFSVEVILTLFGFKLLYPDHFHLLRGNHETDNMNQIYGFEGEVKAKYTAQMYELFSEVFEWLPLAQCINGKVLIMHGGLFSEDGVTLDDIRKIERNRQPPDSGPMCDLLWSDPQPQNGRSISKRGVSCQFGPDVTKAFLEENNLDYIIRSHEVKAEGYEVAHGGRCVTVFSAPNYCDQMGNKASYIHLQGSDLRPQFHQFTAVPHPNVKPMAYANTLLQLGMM
# Efflux pump inh – blocks antifungal efflux pumps in multiplex yeast assay. inhibition, % at 10 µM. AID 485275. 0.44% of 330,000 active. S. cerevisiae Candida pump triplex, Nile Red efflux;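 active means plate passing quality check with inhibition over a set limit, or well fluorescence over plate mean plus 4 SD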;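 further: Nile Red retained in pooled yeast measured as flow cytometry median fluorescence; 0% = buffer negative control and 100% = Enniatin B positive control; higher means more Nile Red kept so more efflux inhibition; some compounds called inactive have numbers as strong as hits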
# core dimer inh – HCV core protein dimerization inhibition | TR-FRET GST/Flag-core106 dimerization, 1536-well | inhibition, % at 5 µM | 0.33% of 300,000 active | AID 1899;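 active means inhibition above the mean of all tested compounds plus 3 SD, set per screening campaign, cut at about 45% in these data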
#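 Test system: GST/Flag-tagged HCV core106 proteins; Medium: KF-containing HEPES buffer, pH 7.45, DTT, CHAPS, BSA; Times: compound-protein-antibody incubation 4 h at 22.5 °C; Detection: TR-FRET 671 and 617 nm emission; Benchmarks: wells lacking GST-core106 and wells with excess unlabelled core106.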
# ZTA DNA inh – ZTA (EBV) inhibition in EBNA-1 counter-screen; P03206; 0.15% of 320,000 active; AID 2234; inhibition, % at 11 µM; ZTA-DNA binding, fluorescence polarization; in the data active means inhibition above about 33%
# Target sequence (P03206 whole entry, looked up): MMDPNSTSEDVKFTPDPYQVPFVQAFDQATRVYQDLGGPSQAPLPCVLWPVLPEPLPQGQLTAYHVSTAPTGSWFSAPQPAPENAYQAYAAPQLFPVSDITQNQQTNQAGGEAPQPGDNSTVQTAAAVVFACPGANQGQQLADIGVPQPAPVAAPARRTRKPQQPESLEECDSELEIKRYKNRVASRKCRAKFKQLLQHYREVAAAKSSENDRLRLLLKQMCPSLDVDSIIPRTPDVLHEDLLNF
# PREPL inhibitor – inhibits the human prolyl oligopeptidase-like enzyme; Q4J6C6; recombinant PREPL, fluorescence polarization activity-based probe; inhibition, % at 5.96 µM; 0.68% of 320,000 active; AID 2751; in the data active means inhibition above about 43%;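 further: 0% = enzyme with DMSO and 100% = wells lacking enzyme; many of its hits are not listed in these tables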
# Fh CTSL1 inh – counter-screen for PFM18AAP inhibitors: inhibitors of F. hepatica cathepsin L1 | recombinant F. hepatica cathepsin L1, Z-Leu-Arg-MCA fluorescence | inhibition, % at 5.96 µM | 0.49% of 300,000 active;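 active means inhibition above the mean of all tested compounds plus 3 SD, set per screening campaign, cut at about 17% in these data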;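 further: 0% = plate median of test compound wells and 100% = 1 µM Z-Phe-Ala-diazomethylketone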
# EBNA-1 inhibitor – blocks EBNA-1 binding to DNA. EBNA-1 DNA binding, fluorescence polarization. 0.34% of 300,000 active. AID 1950. inhibition, % at 14.8 µM; in the data active means inhibition above about 28%
# * hit, by the source's call; · = no result given; & = joins results of further samples. Some of the compounds tested; the hit share may differ from the screen's.
1. O=C(NCCC1=CCCCC1)C1CCCN(S(=O)(=O)c2cccc3cccnc23)C1 (stereo not drawn)
2. COc1ccc(CN2CC(C(=O)NCC3CCCO3)CC2=O)cc1 (stereo not drawn)
3. COCCC(=O)N1CCC(Oc2ccc(C(=O)NCc3cc(C)n(C)n3)cc2)CC1
4. CC(C)(CO)NCc1ccccc1OCC(=O)Nc1ccccc1
5. c1ccc2c(c1)oc1c(Nc3ccc4c(c3)OCCO4)ncnc12
6. CCCCNCc1ccc(OCc2ccc(Cl)nc2)c(OC)c1
7. Cc1cccc(N2CCN(C(=O)CCC(=O)N3CC(C)Oc4ccccc43)CC2)c1C (stereo not drawn)
8. Cc1cc(Cl)ccc1N=C1N=C(N)c2ccccc21
Compound,1,2,3,4,5,6,7,8
TPT1 inh,5,-1,1,-5,1,-2,-5,0
PP1 counter,-3,2,0,0,2,-5,1,1
PP5 primary,1.9,2.9,-3.5,3.0,1.5,1.6,2.5,0.5
Efflux pump inh,0.3,-0.1,0.3,-0.1,0.2,0.0,-0.2,0.1
core dimer inh,1,-6,-7,5,3,-6,2,2
ZTA DNA inh,7,-6,22,-11,-5,-11,1,7
PREPL inhibitor,7,12,23,16,16,7,6,-12
Fh CTSL1 inh,3,-5,-1,-1,0,-6,4,-2
EBNA-1 inhibitor,7,2,-8,2,-2,4,9,-2

# Given with values under each structure: entries from further up
# Every second line gives: TPT1 inh | PP1 counter | PP5 primary | Efflux pump inh | core dimer inh | ZTA DNA inh | PREPL inhibitor | Fh CTSL1 inh | EBNA-1 inhibitor
(8) Cc1cc(Cl)ccc1N=C1N=C(N)c2ccccc21
 : 0 | 1 | 0.5 | 0.1 | 2 | 7 | -12 | -2 | -2
(6) CCCCNCc1ccc(OCc2ccc(Cl)nc2)c(OC)c1
 : -2 | -5 | 1.6 | 0.0 | -6 | -11 | 7 | -6 | 4

# (further entries)
9. O=C(CNC(=O)c1ccccc1)Oc1cccc(Cl)c1
10. COc1ccc(CC(=O)NC(C)c2nnc(SCCOc3ccc(OC)cc3)n2C)cc1 (stereo not drawn)
11. Cc1ccc(-n2nc3c(=O)n(CC(=O)NCCC4=CCCCC4)nc(C)c3c2C)cc1
12. O=C(Cn1nc(-c2cccs2)ccc1=O)Nc1ccc(Br)cc1
13. Cc1nn(-c2ccccc2)c(C)c1NC(=O)COc1ccc(F)cc1Cl
14. Cc1ccccc1-c1nc(CN2CCC(C(=O)NCc3cccnc3)CC2)c(C)o1
15. O=C(Cn1cc([N+](=O)[O-])cn1)NC1CCCCCC1
16. COc1ccc(-c2cc(CNC(=O)CCl)on2)cc1
Compound,9,10,11,12,13,14,15,16
TPT1 inh,-3,-1,-3,-1,1,0,0,4
PP1 counter,-2,-2,-2,-3,-1,-5,-3,-2
PP5 primary,0.7,0.8,2.0,2.1,0.8,-1.9,2.4,1.2
Efflux pump inh,0.1,-0.1,0.1,-0.1,0.1,-0.1,0.2,-0.1
core dimer inh,-3,0,-7,-15,-1,-5,-3,-2
ZTA DNA inh,-3,-17,1,1,0,-6,-7,-12
PREPL inhibitor,5,6,15,-37,13,40,2,0
Fh CTSL1 inh,-6,0,4,3,7,-4,-1,22*
EBNA-1 inhibitor,3,2,-4,-1,2,-3,-13,-4

17. COc1ccc(O)c(/C=N/c2nc3ccccc3n2C)c1
18. C=C(C)C1CC=C(CN2CC(C)OC(C)C2)CC1 (stereo not drawn)
19. CNC(=O)c1ccsc1NC(=O)c1ccc(Cl)s1
20. COC(=O)CC1(C(=O)OC)Oc2ccc(Br)cc2C(=O)N1c1cccc(Cl)c1Cl (stereo not drawn)
21. Cc1cc(NC(=O)CSc2ncnc3c2cnn3-c2ccccc2)no1
22. CC(=O)c1ccc(Nc2nc(C)cc(C)n2)cc1
23. Cn1nc(C(=O)N2CCN(c3ccc([N+](=O)[O-])cc3)CC2)c2c1-c1ccccc1S(=O)(=O)C2
24. OCCNc1nc(Nc2ccccc2)nc2ccccc12
Compound,17,18,19,20,21,22,23,24
TPT1 inh,1,0,8,-1,-2,-2,1,-1
PP1 counter,-1,-3,3,-5,-4,-2,-3,-1
PP5 primary,-0.3,0.4,3.3,2.1,1.3,-0.7,-0.5,0.1
Efflux pump inh,-0.1,0.0,-0.1,-0.2,-0.5,-0.1,0.2,-0.1
core dimer inh,10,-2,-4,-3,2,10,-1,-3
ZTA DNA inh,4,-8,-10,-8,14,6,1,4
PREPL inhibitor,-1,0,3,-5,1,3,7,0
Fh CTSL1 inh,1,-1,-5,-2,0,6,0,0
EBNA-1 inhibitor,2,-2,0,-6,-4,1,5,18

# 3 entries picked at random from those above:
9. O=C(CNC(=O)c1ccccc1)Oc1cccc(Cl)c1
19. CNC(=O)c1ccsc1NC(=O)c1ccc(Cl)s1
3. COCCC(=O)N1CCC(Oc2ccc(C(=O)NCc3cc(C)n(C)n3)cc2)CC1
Compound,9,19,3
TPT1 inh,-3,8,1
PP1 counter,-2,3,0
PP5 primary,0.7,3.3,-3.5
Efflux pump inh,0.1,-0.1,0.3
core dimer inh,-3,-4,-7
ZTA DNA inh,-3,-10,22
PREPL inhibitor,5,3,23
Fh CTSL1 inh,-6,-5,-1
EBNA-1 inhibitor,3,0,-8

# (more compounds)
25. O=C(NCc1ccccn1)c1ccc(Cl)s1
26. CCNC(=S)N/N=C1\CCCCc2ccccc21
27. CC(O)[C@@]1(O)CC[C@H]2[C@@H]3CC[C@H]4C[C@@H](O)CC[C@]4(C)C3=CC[C@@]21C (stereo partly drawn)
28. COC(=O)c1ccc(COc2cccc(C)c2C)cc1
29. O=C(c1ccc(Cl)cc1)N1N=CCC1(O)c1ccc(Cl)cc1 (stereo not drawn)
30. Cc1cc(NS(=O)(=O)c2ccc(NC(=S)NC(=O)c3cccnc3)cc2)no1
31. COc1ccccc1NS(=O)(=O)c1ccc2ccccc2c1
32. Cc1cccc(OC(C)C(=O)N2CCCc3ccccc32)c1 (stereo not drawn)
Compound,25,26,27,28,29,30,31,32
TPT1 inh,0,0,0,1,5,0,1,0
PP1 counter,-4,3,0,-4,0,-3,3,1
PP5 primary,1.7,3.8,-2.0,2.0,2.8,-0.4,2.5,3.2
Efflux pump inh,0.1,0.2,0.0,0.1,0.0,-0.1,0.5,0.2
core dimer inh,0,-5,0,11,10,3,4,3
ZTA DNA inh,0,-13,11,15,-13,9,-10,-7
PREPL inhibitor,13,-9,-5,10,-17,6,-17,3
Fh CTSL1 inh,-3,-1,-3,-3,-3,1,-1,0
EBNA-1 inhibitor,-16,-9,-5,1,-7,-2,-10,-8

33. NCCCN1CCOCC1
34. O=C(c1ccc(F)cc1)N1CCC(O)(c2cccnc2)CC1
35. COc1ccc(Cn2nnnc2C(c2cc3ccc(OC)cc3[nH]c2=O)N2CCC(C)CC2)cc1 (stereo not drawn)
36. O=C(CC1CC2CCC1C2)N1CCN(S(=O)(=O)c2ccccc2C(F)(F)F)CC1 (stereo not drawn)
37. CCOc1ccc(S(=O)(=O)Nc2c(C)n(C)n(-c3ccccc3)c2=O)cc1
38. CC1CN(CCOc2ccc(Cl)c(Cl)c2)CC(C)O1 (stereo not drawn)
39. COc1cc(/C=C/C(=O)OCc2cn3cc(Cl)ccc3n2)ccc1O
40. CC12CCC(C/C1=N/NC(=O)Nc1ccccc1)C2(C)C (stereo not drawn)
Compound,33,34,35,36,37,38,39,40
TPT1 inh,-6,-4,4,·,-3,-4,-1,-1
PP1 counter,-1,-5,-2,0,-1,5,-1,10
PP5 primary,1.4,0.4,3.9,2.6,0.9,0.6,0.5,2.6
Efflux pump inh,0.0,-0.1,0.1,0.3,0.0,-0.1,0.1,0.1
core dimer inh,-9,7,8,·,-7,-16,4,-3
ZTA DNA inh,-5,-17,-13,-8,4,-4,5,-6
PREPL inhibitor,3,-1,9,5,6,27,1,8
Fh CTSL1 inh,-5,-3,0,·,1,-4,0,-4
EBNA-1 inhibitor,8,-1,-4,·,-11,2,8,-8

41. CCCC(=O)Nc1ccc(Sc2ccc([N+](=O)[O-])cc2)cc1
42. CC1CCN(C(=O)CCNS(=O)(=O)c2ccc3c(c2)oc(=O)n3C)CC1
43. COc1cccc(-c2c(C(=O)N/N=C(\C)COc3ccccc3)nnn2-c2nonc2N)c1
44. COC(=O)N/N=C/c1cn(CCOc2ccc(OC)cc2)c2ccccc12
45. CCN(CC)CCCn1c(SCC(=O)Nc2cccc(F)c2)nnc1-c1ccoc1C
46. COc1ccccc1OCc1csc(N)n1
47. S=C(c1ccccc1)N1CCSCC1
48. CCc1nnc(NC(=O)/C=C/c2ccco2)s1
Compound,41,42,43,44,45,46,47,48
TPT1 inh,5,1,2,-2,5,0,-1,0
PP1 counter,5,-3,-3,2,-2,3,2,-3
PP5 primary,4.4,-1.4,-1.3,3.4,2.3,2.5,-0.9,-0.1
Efflux pump inh,0.1,0.0,0.0,-0.1,0.6,0.1,0.1,-0.1
core dimer inh,3,-2,3,-10,-8,2,-4,-14
ZTA DNA inh,10,3,-18,-18,-1,10,12,-13
PREPL inhibitor,14,5,-1,23,13,4,-1,8
Fh CTSL1 inh,4,1,-3,-3,2,-2,-6,9
EBNA-1 inhibitor,-13,-4,-15,0,-19,-8,-11,-5

49. Cc1cccc(CCNC(=O)c2nnc(Cc3ccc(Cl)cc3)o2)c1
50. O=C1CN(C(=O)c2cc(Br)c(Br)s2)c2ccccc2N1
51. COc1ccc2c(=O)c(N3C(=O)c4ccccc4C3=O)coc2c1
52. CCC/C=C1/CCCOC(C(=O)NCc2ccccn2)(C(F)(F)F)C1 (stereo not drawn)
53. CCn1cc(C2=NOC(C(=O)Nc3cccc(C(C)=O)c3)C2)c(C)n1 (stereo not drawn)
54. CC(C)CN(C(=O)COC(=O)COc1ccc2ccccc2c1)c1c(N)n(Cc2ccccc2)c(=O)[nH]c1=O
55. Cc1cc(NCCOCCO)n2ncc(-c3ccc(Cl)cc3)c2n1
56. O=C(NCCc1csc(-c2ccc(Cl)cc2)n1)c1ccco1
Compound,49,50,51,52,53,54,55,56
TPT1 inh,-2,5,-2,-1,-2,0,-1,3
PP1 counter,-1,3,-2,3,-2,4,-1,-2
PP5 primary,4.6,3.1,1.2,-0.6,2.8,-2.8,1.9,5.6
Efflux pump inh,0.3,-0.2,0.0,-0.1,-0.4,-0.1,-0.1,-0.1
core dimer inh,6,13,0,8,0,-2,-16,-1
ZTA DNA inh,-3,7,-5,13,-11,-6,-2,-4
PREPL inhibitor,0,-54,-15,-4,2,-12,20,-8
Fh CTSL1 inh,-3,-1,-1,-3,5,-8,1,2
EBNA-1 inhibitor,-4,8,3,7,-7,-23,-3,-8

57. COc1ccc(Cl)cc1NC(=S)NCCO
58. COc1cc(NC(=O)c2ccnn2C)c(OC)cc1Cl
59. COCCCC/C(=N\OCCN)c1ccc(C(F)(F)F)cc1
60. CSc1nsc(SC)c1C(=O)Nc1ccc(C)cc1
61. COc1ccccc1/C=N/OC(=O)c1ccc(F)cc1
62. CCOC(=O)c1c(C)[nH]c(C)c1C(=O)COC(=O)c1ccc(S(=O)(=O)C(F)F)cc1
63. C=CCOC(=O)C1=C[C@@H](c2ccc(Br)cc2)C[C@@H](OCc2ccc(CO)cc2)O1
Compound,57,58,59,60,61,62,63
TPT1 inh,-3,-3,-1&0&2&0,-2,0,·,0
PP1 counter,0,-2,1&-2&-2&-2,-3,1,3,13
PP5 primary,-1.8,-0.8,0.3&4.7&2.5&-6.9,1.4,-2.5,1.9,6.5
Efflux pump inh,0.0,-0.1,0.0&0.0&0.1&0.1,-0.1,-0.1,0.0,·
core dimer inh,4,-8,-2&-12&-7&-20,-3,-1,·,-3
ZTA DNA inh,2,-1,-5&-4&-12&-7,-30,-9,1,-11
PREPL inhibitor,14,-3,-7&2&-17&-6,10,30,-1,10
Fh CTSL1 inh,4,-1,-2&0&-3&2,-1,0,·,4
EBNA-1 inhibitor,10,-1,2&-3&-5&0,1,7,·,-22
